# PfG6PD inh: PfG6PD enzyme inhibitors, primary screen, biochemical, fluorescence intensity, uHTS | glucose-6-phosphate dehydrogenase-6-phosphogluconolactonase (Plasmodium falciparum 3D7) | PfGluPho enzyme, NADPH resazurin-diaphorase fluorescence | inhibition, % at 20 µM | hit rate 0.78% among 350,000 | AID 504690, 2011;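 active = inhibition reaching at least a set limit at 20 µM in the primary screen, cut at about 59% in these data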;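 also: 0% = DMSO wells with substrate and 100% = DMSO wells lacking glucose-6-phosphate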
# MPTP inh: mitochondrial permeability transition pore inhibitors, primary screen, biochemical, isolated mouse mitochondria, absorbance | Ca2+ swelling absorbance, 30 min | inhibition, % at 10 µM | hit rate 1.4% among 360,000 | AID 602449, 2012;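 active = inhibition of 50% or more, scaled per plate between neutral and stimulator controls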;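 also: 0% = DMSO wells given calcium and 100% = 1 mM EGTA wells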
# SENP7 inh: SENP7 protease inhibitors, primary screen, biochemical, luminescence, uHTS; AID 434973, 2010; Sentrin-specific protease 7 (Homo sapiens), Q9BQF6; recombinant SENP7, Z-RLRGG-aminoluciferin luminescence, 40 min; hit rate 1.5% among 330,000; inhibition, % at 5 µM;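 active = inhibition above about 50% at the single test dose, limit read from the data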;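 also: plate controls were DMSO with enzyme for no effect and no enzyme buffer wells for full effect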
# ATG4B inhibitor: ATG4B protease inhibitors, primary screen, biochemical, fluorescence, uHTS; Cysteine protease ATG4B (Homo sapiens), Q9Y4P1; ATG4B cleavage of LC3-PLA2, NBD-HPC fluorescence, 1 h; inhibition, % at 8.33 µM; hit rate 0.51% among 340,000; AID 504462, 2011; in the data active = inhibition above about 40%
# HKDC1 inhibitor: HKDC1 hexokinase inhibitors, primary screen, biochemical, fluorescence, uHTS | Q2TB90 | recombinant HKDC1, G6PDH/diaphorase resazurin coupled fluorescence | inhibition, % at 20 µM | hit rate 0.16% among 340,000 | AID 493160, 2011;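 active = inhibition above about 35% when tested at 20 µM, limit read from the data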;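 also: plate controls were DMSO wells with enzyme for no effect and DMSO wells lacking enzyme for full effect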
# Target sequence (Q2TB90 whole entry, looked up): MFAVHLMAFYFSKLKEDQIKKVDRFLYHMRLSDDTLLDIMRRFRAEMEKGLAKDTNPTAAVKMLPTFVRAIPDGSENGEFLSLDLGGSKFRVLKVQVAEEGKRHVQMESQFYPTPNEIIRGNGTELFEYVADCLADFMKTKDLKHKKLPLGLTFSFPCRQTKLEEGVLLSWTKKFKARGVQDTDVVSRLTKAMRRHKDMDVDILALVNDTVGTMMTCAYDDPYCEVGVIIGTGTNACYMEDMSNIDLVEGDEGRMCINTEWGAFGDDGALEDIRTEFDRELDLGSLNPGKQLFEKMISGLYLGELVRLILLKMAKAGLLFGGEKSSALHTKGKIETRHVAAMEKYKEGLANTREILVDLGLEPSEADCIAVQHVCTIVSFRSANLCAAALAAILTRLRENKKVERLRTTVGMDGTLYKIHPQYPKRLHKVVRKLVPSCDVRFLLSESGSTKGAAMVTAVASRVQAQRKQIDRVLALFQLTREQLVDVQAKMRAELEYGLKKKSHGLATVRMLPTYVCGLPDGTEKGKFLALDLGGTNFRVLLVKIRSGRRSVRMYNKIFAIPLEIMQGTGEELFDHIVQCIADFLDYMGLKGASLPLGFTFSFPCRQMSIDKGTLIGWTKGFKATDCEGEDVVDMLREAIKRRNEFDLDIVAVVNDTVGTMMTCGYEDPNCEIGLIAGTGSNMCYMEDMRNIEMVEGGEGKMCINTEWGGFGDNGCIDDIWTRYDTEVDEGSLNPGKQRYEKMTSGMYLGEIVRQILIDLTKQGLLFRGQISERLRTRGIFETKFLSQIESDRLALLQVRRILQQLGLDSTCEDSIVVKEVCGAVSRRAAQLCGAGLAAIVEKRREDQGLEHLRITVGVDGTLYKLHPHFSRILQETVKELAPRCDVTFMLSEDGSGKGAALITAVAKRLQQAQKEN
#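 Test system: HK5 enzyme. Quantity: 5 µg/mL HK5 final. Reagent: glucose and ATP substrates. Schedule: 90 min reaction incubation at room temperature, dark. Technique: resazurin-to-resorufin fluorescence via G6PDH and diaphorase coupling, 525/613 nm. Control set: DMSO wells with and without enzyme mix.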
# SENP8 inh: human SENP8 protease inhibitors, primary screen, biochemical, fluorescence, Nedd8 protein substrate, uHTS | recombinant SENP8 | inhibition, % at 20 µM | hit rate 0.64% among 360,000 | AID 602440, 2012 | Sentrin-specific protease 8 (Homo sapiens), Q96LD8; in the data active = inhibition mostly above about 40%, no sharp cut-off; inactive = mostly below about 27%
# Target sequence (Q96LD8 whole entry, looked up): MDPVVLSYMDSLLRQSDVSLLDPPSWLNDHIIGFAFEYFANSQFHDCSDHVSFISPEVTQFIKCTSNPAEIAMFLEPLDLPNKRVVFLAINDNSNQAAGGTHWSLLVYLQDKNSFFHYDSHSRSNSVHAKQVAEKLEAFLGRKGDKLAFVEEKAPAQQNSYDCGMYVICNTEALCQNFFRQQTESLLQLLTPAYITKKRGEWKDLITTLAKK
# GRIN3A LBD mod: binders of NR3A ligand-binding domain, primary screen, biophysical, differential scanning fluorimetry, uHTS; Glutamate receptor ionotropic, NMDA 3A (GRIN3A) ligand-binding domain; NR3A LBD differential scanning fluorimetry, Tm shift; 0% = protein alone, 100% = glycine-bound protein; Tm shift relative to glycine control, % at 25 µM; hit rate 2.5% among 340,000; AID 1259313, 2017;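 active = melting temperature shift of at least 10% of the positive control shift, at one fixed dose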
# SENP6 block: SENP6 protease inhibitors, primary screen, biochemical, luminescence, uHTS; Sentrin-specific protease 6 (Homo sapiens), Q9GZR1; Recombinant SENP6 catalytic domain, aminoluciferin luminescence; inhibition, % at 10 µM; hit rate 1.8% among 330,000; AID 2599, 2010;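 active = inhibition above about 50% at the single tested dose, limit read from the data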;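 also: plate controls were DMSO wells with enzyme for no effect and DMSO wells lacking enzyme for full effect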
# An asterisk follows results filed as active; . = not tested or not shown.
# Start of the data: the first 10 records as a preview:
# Assay codes – A = PfG6PD inh; B = MPTP inh; C = SENP7 inh; D = ATG4B inhibitor; E = HKDC1 inhibitor; F = SENP8 inh; G = GRIN3A LBD mod; H = SENP6 block
> O=C(CN1CCC(C(=O)c2ccc(F)cc2)CC1)Nc1ccccc1
  A = 5	B = 0.7	C = -4	D = -3	E = 7	F = 10	G = 1	H = 4
> Oc1ccc(C23CC4CC(CC(C4)C2)C3)cc1O
  A = 83*	B = 0.4	C = .	D = -11	E = 0	F = 17	G = -16	H = .
> CC(=O)N/C(=C\c1ccc(F)cc1)C(=O)N(C)C
  A = -3	B = 0.3	C = -1	D = 0	E = -7	F = 27	G = -1	H = -9
> Cn1c(SCC(=O)NCc2ccc3c(c2)OCO3)nnc1-c1cccs1
  A = 0	B = 1.2	C = 11	D = -9	E = -1	F = 17	G = 1	H = 10
> Cc1ccc(Cn2c(SCC(=O)N(C)C3CCS(=O)(=O)C3)nc3ccccc3c2=O)cc1 (stereo unspecified)
  A = -7	B = -0.3	C = 9	D = -4	E = -4	F = 16	G = 0	H = -21
> CCn1nc(C)c(CN2CCN(Cc3ccsc3)C(CCO)C2)c1C (stereo unspecified)
  A = 6	B = -0.9	C = -5	D = 0	E = -2	F = 3	G = 0	H = 2
> CCOC(=O)c1c(NC(=S)NCCc2ccccc2)sc2c1CC(C(C)C)OC2 (stereo unspecified)
  A = 23	B = 37	C = 0	D = -14	E = 10	F = 19	G = 10	H = -10
> COC(=O)Nc1ccc(S(=O)(=O)N2CCCCC2)cc1
  A = -2	B = -0.5	C = 0	D = -2	E = -8	F = 18	G = 1	H = 3
> Cn1c(SCC(=O)NC(=O)NCc2ccco2)nnc1C(F)(F)F
  A = 3	B = -2.9	C = 2	D = -8	E = -2	F = 9	G = 1	H = -19
> Cc1ccc(S(=O)(=O)N2CCN(C(=O)c3cc4c(C)nn(-c5ccccc5)c4s3)CC2)cc1
  A = 4	B = 0.2	C = 3	D = -1	E = -7	F = 9	G = 0	H = 3

# Main list (from the top)
# Assay codes – A = PfG6PD inh; B = MPTP inh; C = SENP7 inh; D = ATG4B inhibitor; E = HKDC1 inhibitor; F = SENP8 inh; G = GRIN3A LBD mod; H = SENP6 block
> O=C(CN1CCC(C(=O)c2ccc(F)cc2)CC1)Nc1ccccc1
  A = 5	B = 0.7	C = -4	D = -3	E = 7	F = 10	G = 1	H = 4
> Oc1ccc(C23CC4CC(CC(C4)C2)C3)cc1O
  A = 83*	B = 0.4	C = .	D = -11	E = 0	F = 17	G = -16	H = .
> CC(=O)N/C(=C\c1ccc(F)cc1)C(=O)N(C)C
  A = -3	B = 0.3	C = -1	D = 0	E = -7	F = 27	G = -1	H = -9
> Cn1c(SCC(=O)NCc2ccc3c(c2)OCO3)nnc1-c1cccs1
  A = 0	B = 1.2	C = 11	D = -9	E = -1	F = 17	G = 1	H = 10
> Cc1ccc(Cn2c(SCC(=O)N(C)C3CCS(=O)(=O)C3)nc3ccccc3c2=O)cc1 (stereo unspecified)
  A = -7	B = -0.3	C = 9	D = -4	E = -4	F = 16	G = 0	H = -21
> CCn1nc(C)c(CN2CCN(Cc3ccsc3)C(CCO)C2)c1C (stereo unspecified)
  A = 6	B = -0.9	C = -5	D = 0	E = -2	F = 3	G = 0	H = 2
> CCOC(=O)c1c(NC(=S)NCCc2ccccc2)sc2c1CC(C(C)C)OC2 (stereo unspecified)
  A = 23	B = 37	C = 0	D = -14	E = 10	F = 19	G = 10	H = -10
> COC(=O)Nc1ccc(S(=O)(=O)N2CCCCC2)cc1
  A = -2	B = -0.5	C = 0	D = -2	E = -8	F = 18	G = 1	H = 3
> Cn1c(SCC(=O)NC(=O)NCc2ccco2)nnc1C(F)(F)F
  A = 3	B = -2.9	C = 2	D = -8	E = -2	F = 9	G = 1	H = -19
> Cc1ccc(S(=O)(=O)N2CCN(C(=O)c3cc4c(C)nn(-c5ccccc5)c4s3)CC2)cc1
  A = 4	B = 0.2	C = 3	D = -1	E = -7	F = 9	G = 0	H = 3
> O=S(=O)(c1ccc(=S)[nH]c1)N1CCCCC1
  A = 22	B = 0.3	C = -3	D = 2	E = 1	F = 6	G = 0	H = -6
> Cc1nc2ccccn2c1C(=O)N/N=C/c1ccccc1
  A = 1	B = -0.5	C = -7	D = 4	E = -5	F = 20	G = 1	H = -3
> COc1ccccc1C(=O)NNC(=S)NC(=O)c1cc(OC)c(OC)c(OC)c1
  A = -13	B = 0.1	C = 0	D = 0	E = 2	F = 5	G = -2	H = -26
> CC(C)(C)C1C/C(=C/c2ccccn2)C(=O)/C(=C/c2ccccn2)C1 (stereo unspecified)
  A = 27	B = 0.5	C = 5	D = 14	E = 25	F = 8	G = 3	H = 9
> COc1ccc(NS(=O)(=O)c2cccc(C(=O)NN=Cc3ccc(OC)c(O)c3)c2)cc1
  A = 2	B = 0.6	C = 7	D = -23	E = -9	F = -173	G = -1	H = 0
> Cn1cnc(C(=O)N2CCN(c3ccccc3)CC2)c1C(=O)N1CCN(c2ccccc2)CC1
  A = -2	B = 1.0	C = 6	D = 1	E = -5	F = 9	G = 1	H = -1
> O=C(CN1CCOCC1)NCCC12CC3CC(CC(C3)C1)C2
  A = 18	B = -0.2	C = -4	D = -9	E = 0	F = 24	G = 0	H = -8
> CN1CCN(S(=O)(=O)Cc2ccc(Cl)cc2)CC1
  A = 1	B = 3.5	C = 9	D = -7	E = -7	F = 12	G = 3	H = -9
> CC(NC(=O)C(=O)NCCCn1ccnc1)c1ccccc1 (stereo unspecified)
  A = 1	B = 0.7	C = -10	D = -4	E = -5	F = 24	G = -1	H = -13
> Cc1ccc([C@@H]2CC=C(C(=O)O)CN2S(=O)(=O)c2ccc(C)cc2)cc1
  A = 10	B = 0.0	C = -6	D = -3	E = 0	F = 6	G = 0	H = 0
> CC[C@]1(c2ccccc2OC)C(=O)N(C(=O)OC)N1C(=O)OC
  A = 3	B = 0.5	C = 0	D = -6	E = -7	F = 23	G = 1	H = 1
> C/C(=N\NC(=O)c1ccccc1F)c1cccc(NC(=O)c2ccccc2)c1
  A = 4	B = -3.6	C = 3	D = -5	E = -2	F = 10	G = 2	H = -7
> CCOC(=O)C[n+]1c(C)sc2ccc(OC)cc21
  A = 45	B = -2.6	C = 1	D = -8	E = 0	F = 24	G = 0	H = -2
> O=C(O)C1CSC2(c3ccc4c(c3)OCCO4)CCC(=O)N12 (stereo unspecified)
  A = 0	B = 0.0	C = -3	D = -12	E = -5	F = 27	G = 3	H = -5
> CCCCC(=O)Nc1cccc(NC(=S)NC(=O)COc2ccccc2Cl)c1
  A = 6	B = 6.3	C = 7	D = -5	E = -2	F = -1	G = 0	H = -2
> COc1ccc(-c2cc(C(=O)NCc3ccco3)c3ccccc3n2)cc1OC
  A = 4	B = 2.4	C = -6	D = -4	E = -3	F = -428	G = -1	H = -24
> CC1Cc2nc(SCC(N)=O)n(C)c(=O)c2S1 (stereo unspecified)
  A = 20	B = -1.1	C = -7	D = -4	E = -2	F = -2	G = 1	H = 3
> Cc1cc(NC(=O)CCCn2nc(C)c([N+](=O)[O-])c2C)no1
  A = 0	B = 3.1	C = 6	D = -5	E = -2	F = 5	G = -1	H = -10
> CCOc1ccc(C(=O)C2CCN(C(=O)c3ccc([N+](=O)[O-])cc3)CC2)cc1
  A = 0	B = -1.2	C = 15	D = -1	E = 3	F = 14	G = 0	H = 11
> COCC(=O)NNC(=O)Cc1ccc(Cl)cc1
  A = 0	B = 1.0	C = 1	D = -10	E = -11	F = 10	G = -2	H = -3
> CC(C)CN(CC(C)C)C(=O)c1cc(S(=O)(=O)N2CCCCC2)c[nH]1
  A = 9	B = 2.0	C = -5	D = -11	E = 2	F = 13	G = -1	H = 16
> CC(=O)Nc1nc2ccccc2n1Cc1ccc(C)cc1
  A = -20	B = -2.0	C = -7	D = 2	E = -6	F = 10	G = -1	H = -9
> O=C(Nc1ccccc1)C1CCN(C(=O)c2ccc(Br)cc2)CC1
  A = 0	B = -2.0	C = -5	D = -4	E = 1	F = 3	G = 0	H = 5
> C=CCOc1ccccc1CNc1ccc2c(c1)OCCO2
  A = 18	B = 1.4	C = 2	D = -2	E = 8	F = -379	G = 5	H = 33
> O=c1nc(N/N=C/c2ccccn2)cn[nH]1
  A = -29	B = -1.1	C = 5	D = 8	E = -9	F = 22	G = 0	H = 8
> COc1ccc(CCN(C(=O)c2ccc(F)cc2)C2=CC3CCC(C2)N3C)cc1OC (stereo unspecified)
  A = 0	B = -1.1	C = -5	D = 5	E = 0	F = 11	G = -6	H = -11
> Cc1cc(Nc2ccc3ccccc3c2)n2ncnc2n1
  A = 9	B = 0.7	C = -1	D = -11	E = 5	F = -18	G = -8	H = 0
> O=C(CCNS(=O)(=O)c1cccs1)NCc1ccco1
  A = -8	B = -1.4	C = 8	D = 1	E = -3	F = -10	G = -1	H = 2
> O=C(CN1C(=O)NC2(CCCCC2)C1=O)N1CCN(S(=O)(=O)c2cccc([N+](=O)[O-])c2)CC1
  A = -21	B = -0.8	C = -1	D = 13	E = 2	F = 20	G = -1	H = 2
> O=C1CSC(c2ccccc2[N+](=O)[O-])N1c1cccc(F)c1 (stereo unspecified)
  A = 2	B = 1.6	C = 1	D = -10	E = 6	F = -30	G = 1	H = -4
> COc1ccc(-c2ccc3oc(-c4ccc(OC)cc4)c(C#CCCO)c3c2)cc1
  A = 0	B = 2.4	C = -5	D = 1	E = 1	F = -482	G = 1	H = -10
> O=C(CCc1nnc(CCCc2ccccc2)o1)NCCc1ccccc1
  A = -1	B = 1.9	C = -8	D = -7	E = -9	F = 21	G = 0	H = -3
> COc1cc(/C=C/C(=O)NCC2CCCCC2)cc(OC)c1OC
  A = 0	B = -3.3	C = 1	D = 3	E = -3	F = -91	G = 2	H = -17
> O=C(c1ccco1)N1CCN(c2nc(C3CC3)nc3c2nnn3Cc2ccccc2Cl)CC1
  A = 17	B = 0.1	C = -7	D = 14	E = 0	F = 19	G = -1	H = -3
> CC(=O)c1c(N2CCCCC2)nc(=S)n(-c2ccccc2)c1C
  A = 5	B = -2.3	C = 8	D = -8	E = -5	F = 16	G = -2	H = -10
> COc1ccccc1CNC(=O)COC(=O)C1CCN(S(=O)(=O)c2ccc(C)c(C)c2)CC1
  A = -14	B = -0.8	C = -9	D = -2	E = -2	F = 14	G = 2	H = -8
> Cc1nn(Cc2ccccc2)c(=O)n1N(C)c1ncc(C(F)(F)F)cc1Cl
  A = 2	B = 0.1	C = 3	D = -4	E = -2	F = 6	G = 1	H = -10
> CC(=O)C1CCN(Cc2ccccc2)CC1
  A = -5	B = -1.3	C = -2	D = -11	E = 4	F = 13	G = -2	H = 0
> Cc1cccc(C)c1NC(=O)CN1CCc2ccccc2C1
  A = 6	B = -0.2	C = .	D = -2	E = -4	F = 18	G = -2	H = .
> COc1ccc(C2CC(c3ccccc3)Nc3nc(N)nn32)cc1 (stereo unspecified)
  A = -17	B = -0.2	C = -4	D = 7	E = -1	F = -69	G = 2	H = -13
> O=C(N/C(=C/c1cccs1)c1nc2ccccc2[nH]1)c1ccccc1
  A = 7	B = 1.1	C = -5	D = -16	E = -4	F = -302	G = -1	H = -12
> CN(C)NC1CC(=O)N(c2ccccc2)C1=O (stereo unspecified)
  A = -17	B = -1.1	C = 0	D = 3	E = -1	F = 5	G = 0	H = 1
> Cc1cc(C(C)(C)C)oc1C(=O)N(CC(=O)NC1CCCC1)Cc1ccc(Cl)cc1
  A = -5	B = 8.2	C = 7	D = 0	E = 6	F = 8	G = 0	H = -20
